HCV core dimer: HCV core protein dimerization inhibition; TR-FRET GST/Flag-core106 dimerization, 1536-well; inhibition, % at 5 µM; hit rate 0.33% among 300,000; AID 1899;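 active means inhibition above the mean of all tested compounds plus 3 SD, set per screening campaign, cut at about 45% in these data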
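Test system: GST/Flag-tagged HCV core106 proteins; Medium: KF-containing HEPES buffer, pH 7.45, DTT, CHAPS, BSA; Times: compound-protein-antibody incubation 4 h at 22.5 °C; Detection: TR-FRET 671 and 617 nm emission; Benchmarks: wells lacking GST-core106 and wells with excess unlabelled core106.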
Efflux pump mplx: blocks antifungal efflux pumps in multiplex yeast assay; hit rate 0.44% among 330,000; inhibition, % at 10 µM; AID 485275; S. cerevisiae Candida pump triplex, Nile Red efflux;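 active means plate passing quality check with inhibition over a set limit, or well fluorescence over plate mean plus 4 SD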;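 further: Nile Red retained in pooled yeast measured as flow cytometry median fluorescence; 0% = buffer negative control and 100% = Enniatin B positive control; higher means more Nile Red kept so more efflux inhibition; some compounds called inactive have numbers as strong as hits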
Fh CTSL1 inh: counter-screen for PFM18AAP inhibitors: inhibitors of F. hepatica cathepsin L1. recombinant F. hepatica cathepsin L1, Z-Leu-Arg-MCA fluorescence. inhibition, % at 5.96 µM. hit rate 0.49% among 300,000. AID 1906;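 active means inhibition above the mean of all tested compounds plus 3 SD, set per screening campaign, cut at about 17% in these data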;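 further: 0% = plate median of test compound wells and 100% = 1 µM Z-Phe-Ala-diazomethylketone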
EBNA-1 inhibitor: blocks EBNA-1 binding to DNA. EBNA-1 DNA binding, fluorescence polarization. inhibition, % at 14.8 µM. hit rate 0.34% among 300,000. AID 1950; in the data active means inhibition above about 28%
PP5 inh: PP5 (human) phosphatase inhibition | hit rate 0.18% among 320,000 | inhibition, % at 6.7 µM | purified PP5c, OMFP substrate fluorescence | AID 1987;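 active means inhibition above the campaign's mean inhibition across all tested compounds plus 3 SD, cut at about 9.5% in these data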;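 further: 0% = DMSO only and 100% = 100 µM cantharidin control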
Target sequence (P53041 whole entry, looked up): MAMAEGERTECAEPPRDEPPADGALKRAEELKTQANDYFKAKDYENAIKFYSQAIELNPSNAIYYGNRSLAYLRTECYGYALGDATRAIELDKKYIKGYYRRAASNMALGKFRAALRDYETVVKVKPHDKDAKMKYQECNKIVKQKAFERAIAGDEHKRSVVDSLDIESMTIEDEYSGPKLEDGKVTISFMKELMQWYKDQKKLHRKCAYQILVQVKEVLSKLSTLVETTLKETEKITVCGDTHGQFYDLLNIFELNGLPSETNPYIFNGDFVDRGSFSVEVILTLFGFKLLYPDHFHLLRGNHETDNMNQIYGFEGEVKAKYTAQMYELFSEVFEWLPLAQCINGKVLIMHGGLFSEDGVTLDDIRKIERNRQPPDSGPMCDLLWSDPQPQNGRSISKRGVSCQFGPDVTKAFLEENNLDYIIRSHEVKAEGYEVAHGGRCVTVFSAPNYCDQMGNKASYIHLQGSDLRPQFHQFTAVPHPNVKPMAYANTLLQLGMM
PREPL inh: human PREPL enzyme inhibition; recombinant PREPL, fluorescence polarization activity-based probe; hit rate 0.68% among 320,000; inhibition, % at 5.96 µM; Q4J6C6; in the data active means inhibition above about 43%;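 further: 0% = enzyme with DMSO and 100% = wells lacking enzyme; many of its hits are not listed in these tables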
ZTA DNA inh: blocks Epstein-Barr virus ZTA, an EBNA-1 counter-screen; inhibition, % at 11 µM; AID 2234; P03206; ZTA-DNA binding, fluorescence polarization; hit rate 0.15% among 320,000; in the data active means inhibition above about 33%
Target sequence (P03206 whole entry, looked up): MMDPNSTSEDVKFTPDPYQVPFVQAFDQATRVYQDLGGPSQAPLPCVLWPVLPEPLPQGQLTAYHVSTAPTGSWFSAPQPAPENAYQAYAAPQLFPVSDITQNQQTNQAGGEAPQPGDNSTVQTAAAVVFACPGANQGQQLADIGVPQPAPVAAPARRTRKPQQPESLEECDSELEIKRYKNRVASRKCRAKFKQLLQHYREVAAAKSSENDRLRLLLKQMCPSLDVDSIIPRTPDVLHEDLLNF
TPT1 inh: inhibitors of Candida albicans tRNA 2'-phosphotransferase TPT1 | recombinant caTPT1, FP RNA substrate dephosphorylation | inhibition, % at 5 µM | hit rate 0.81% among 300,000 | AID 1962;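 active means inhibition above the mean of all tested compounds plus 3 SD, set per screening campaign, cut at about 24% in these data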;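 further: plate controls were DMSO alone for no effect and ferristatin control at 100 nM for full effect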
PP1 inh: PP1-alpha (human) inhibition in PP5 counter-screen; hit rate 0.9% among 320,000; inhibition, % at 6.7 µM; purified PP1alpha, OMFP fluorescence; AID 2235;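 active means inhibition above the mean inhibition of all tested compounds plus 3 SD, computed separately for each screening campaign, cut at about 15% in these data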
Target sequence (P62136 whole entry, looked up): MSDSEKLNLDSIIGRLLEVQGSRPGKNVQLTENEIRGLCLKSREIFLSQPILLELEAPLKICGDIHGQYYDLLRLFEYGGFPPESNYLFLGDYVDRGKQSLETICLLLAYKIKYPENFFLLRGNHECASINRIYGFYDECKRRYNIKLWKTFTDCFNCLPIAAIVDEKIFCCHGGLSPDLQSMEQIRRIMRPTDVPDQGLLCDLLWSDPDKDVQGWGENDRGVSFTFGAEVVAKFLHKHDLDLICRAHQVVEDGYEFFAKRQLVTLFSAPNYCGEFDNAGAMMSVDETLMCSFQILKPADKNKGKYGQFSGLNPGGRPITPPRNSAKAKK
Numbers without * were called inactive; & = joins results of further samples. Only part of the results is shown. The share of hits here may be higher or lower than overall.

Screening CC(=O)OC1(Cc2ccccc2)CN2CCC1c1ccccc12 (centres undefined) returned HCV core dimer 1, Efflux pump mplx 0.0, Fh CTSL1 inh 1, EBNA-1 inhibitor -5, PP5 inh -1.9, PREPL inh 16, ZTA DNA inh -2, TPT1 inh -3 and PP1 inh -1.
`C/C=C(\C)C(=O)N[C@@H](c1ccccc1)[C@@H](O)C(=O)O[C@H]1C[C@@]2(O)[C@@H](OC(=O)c3ccccc3)C3[C@](C)(C(=O)[C@H](O)C(=C1C)C2(C)C)[C@@H](O)C[C@H]1OC[C@@]31OC(C)=O` (some centres undefined) gave HCV core dimer 0, Efflux pump mplx 0.5, Fh CTSL1 inh 0, EBNA-1 inhibitor 10, PP5 inh -0.2, PREPL inh -2, ZTA DNA inh -7, TPT1 inh -4 and PP1 inh -3.
For COC(=O)C1=C(c2ccc3ccccc3c2)C[C@@H]2CC[C@H]1N2C(=O)NCc1ccco1 the results were Efflux pump mplx 0.0, PP5 inh 1.9, PREPL inh -21, ZTA DNA inh -5 and PP1 inh 1.
For Nc1c2c(nc3ccccc13)CCN(Cc1ccccc1)C2 the results were HCV core dimer -4, Efflux pump mplx -0.2, Fh CTSL1 inh 2, EBNA-1 inhibitor 3, PP5 inh 2.1, PREPL inh 19, ZTA DNA inh 0, TPT1 inh -59 and PP1 inh 4.
For COC(=O)C1=C(c2ccc(-c3ccccc3)c(F)c2)C[C@@H]2CC[C@H]1N2C(=O)N1CCCCC1 the results were Efflux pump mplx 0.5, PP5 inh 4.4, PREPL inh -1, ZTA DNA inh 0 and PP1 inh 4.
Screening CC1=CC(=C2C(=O)NC(=S)NC2=O)C=C(C(F)(F)F)N1Cc1ccccc1 returned HCV core dimer 4, Efflux pump mplx 0.0, Fh CTSL1 inh 0, EBNA-1 inhibitor 8, PP5 inh -1.2, PREPL inh -1, ZTA DNA inh 14, TPT1 inh 0 and PP1 inh -1.
Screening CCc1sc(C(=O)N2CCC3(CC2)OCCO3)cc1Br returned HCV core dimer 0, Efflux pump mplx 0.0, Fh CTSL1 inh -2, EBNA-1 inhibitor 0, PP5 inh 0.5, PREPL inh 5, ZTA DNA inh -9, TPT1 inh -2 and PP1 inh 3.
CCc1ccc(CN2CCN(C(=O)Cc3ccccc3)CC2)cc1 was read as HCV core dimer 0, Efflux pump mplx -0.2, Fh CTSL1 inh -1, EBNA-1 inhibitor 2, PP5 inh 2.9, PREPL inh -5, ZTA DNA inh 9, TPT1 inh 6 and PP1 inh 2.
`c1ccc(C2OCCN3CCCCC23)cc1` (centres undefined) gave HCV core dimer 5, Efflux pump mplx 0.0, Fh CTSL1 inh -1, EBNA-1 inhibitor -1, PP5 inh -1.7, PREPL inh -12, ZTA DNA inh 5, TPT1 inh 3 and PP1 inh 2.
CCC12CN3CC(CC)(CN(C1)C3c1cccnc1)C2=O (centres undefined) was read as HCV core dimer 0, Efflux pump mplx -0.1, Fh CTSL1 inh 1, EBNA-1 inhibitor -2, PP5 inh -0.1, PREPL inh 12, ZTA DNA inh -8, TPT1 inh -5 and PP1 inh 0.
Screening C=CP(=O)(O)c1ccccc1 returned HCV core dimer -6, Efflux pump mplx -0.1, Fh CTSL1 inh -1, EBNA-1 inhibitor -1, PP5 inh 0.1, PREPL inh 21, ZTA DNA inh 6, TPT1 inh -5 and PP1 inh -1.
`Cc1cc(/C=C2\C(=O)NC(=O)N(c3ccc(Cl)cc3)C2=O)c(C)n1-c1sc2c(c1C#N)CCCC2` gave HCV core dimer 47*, Efflux pump mplx 0.8*, Fh CTSL1 inh -2, EBNA-1 inhibitor 2, PP5 inh 1.7, PREPL inh 10, ZTA DNA inh 10, TPT1 inh 46* and PP1 inh 11.
`COc1cc(Br)c(CNCCc2ccc3c(c2)OCO3)cc1OC` gave HCV core dimer 7, Efflux pump mplx -0.1, Fh CTSL1 inh 3, EBNA-1 inhibitor -2, PP5 inh 1.9, PREPL inh -63, ZTA DNA inh -1, TPT1 inh -5 and PP1 inh 4.
Screening O=C1NC(=S)NC(=O)C1=Cc1ccc(OCC(=O)N2CCCC2)cc1 returned HCV core dimer -12, Efflux pump mplx 0.0, Fh CTSL1 inh -1, EBNA-1 inhibitor -7, PP5 inh 1.4, PREPL inh 6, ZTA DNA inh -24, TPT1 inh -2 and PP1 inh 0.
Screening COC(=O)c1ccccc1NC(=O)N1C[C@@H]2C[C@@H](C1)c1cccc(=O)n1C2 returned HCV core dimer -1, Efflux pump mplx 0.1, Fh CTSL1 inh -1, EBNA-1 inhibitor 0, PP5 inh 2.9, PREPL inh 0, ZTA DNA inh -8, TPT1 inh -6 and PP1 inh -1.
`CCN1C(=O)C(=C2C=C(C)OC(C)=C2)C(=O)N(CC)C1=S` gave HCV core dimer -1, Efflux pump mplx 0.6, Fh CTSL1 inh -2, EBNA-1 inhibitor -11, PP5 inh 0.8, PREPL inh 7, ZTA DNA inh 7, TPT1 inh -1 and PP1 inh -7.
`COc1ccccc1N1CCN(Cc2cccc(OC)c2O)CC1` gave HCV core dimer 0, Efflux pump mplx -0.1, Fh CTSL1 inh -5, EBNA-1 inhibitor -2, PP5 inh 2.6, PREPL inh 1, ZTA DNA inh -16, TPT1 inh -3 and PP1 inh 1.
COC(=O)C1=C(N)Oc2c(c(=O)oc3ccccc23)C1c1cccnc1 (centres undefined) was read as HCV core dimer -1, Efflux pump mplx 0.1, Fh CTSL1 inh 1, EBNA-1 inhibitor 2, PP5 inh 0.3, PREPL inh -2, ZTA DNA inh 3, TPT1 inh 1 and PP1 inh 3.
For CC(C)(C)NC(=S)N1CCn2cccc2C1c1cccnc1 (centres undefined) the results were HCV core dimer -4, Efflux pump mplx 0.0, Fh CTSL1 inh -7, EBNA-1 inhibitor -3, PP5 inh -1.4, PREPL inh 17, ZTA DNA inh -30, TPT1 inh 1 and PP1 inh -1.
Screening CCOC(=O)C1C(=O)NC2(C)CC1c1cc(OC)ccc1O2 (centres undefined) returned HCV core dimer 11, Efflux pump mplx 0.0, Fh CTSL1 inh 1, EBNA-1 inhibitor -1, PP5 inh 4.2, PREPL inh 4, ZTA DNA inh 4, TPT1 inh 0 and PP1 inh -2.
CCNc1ccc(P(=S)(N(C)C)N(C)C)cc1 was read as HCV core dimer 1, Efflux pump mplx 0.0, Fh CTSL1 inh 1, EBNA-1 inhibitor 2, PP5 inh 2.8, PREPL inh 4, ZTA DNA inh 1, TPT1 inh -1 and PP1 inh 2.
For CCC1(CC)C(=O)NC(=NCCc2c[nH]c3ccccc23)NC1=O the results were HCV core dimer 0, Efflux pump mplx 0.1, Fh CTSL1 inh 1, EBNA-1 inhibitor -4, PP5 inh 0.4, PREPL inh 9, ZTA DNA inh 1, TPT1 inh 1 and PP1 inh -3.
For COc1ccc(-c2nn(CCC#N)cc2C(=O)O)cc1 the results were HCV core dimer -9, Efflux pump mplx 0.3, Fh CTSL1 inh -3, EBNA-1 inhibitor -3, PP5 inh 0.2, PREPL inh -6, ZTA DNA inh -3, TPT1 inh -2 and PP1 inh 0.
`CCc1ccccc1NC(=O)CN1CCN(C(=O)COc2ccccc2C#N)CC1` gave Efflux pump mplx -0.1, PP5 inh 2.1, PREPL inh 13, ZTA DNA inh -4 and PP1 inh 2.
Screening O=c1[nH]c(=S)n(Cc2ccc(F)cc2)c(O)c1C=NCCCn1ccnc1 returned HCV core dimer 1, Efflux pump mplx 0.0, Fh CTSL1 inh 9, EBNA-1 inhibitor 9, PP5 inh -1.4, PREPL inh -5, ZTA DNA inh 13, TPT1 inh 3 and PP1 inh -4.
Screening CCN(CC)c1ccc(C=C2C(=O)NC(=S)NC2=O)cc1 returned HCV core dimer 1, Efflux pump mplx 0.1, Fh CTSL1 inh -3, EBNA-1 inhibitor 4, PP5 inh 1.4, PREPL inh -8, ZTA DNA inh -2, TPT1 inh 5 and PP1 inh 0.
C=C(C)CN1CC[C@]23c4c5ccc(O)c4O[C@H]2c2[nH]c4ccccc4c2C[C@@]3(O)C1C5 was read as HCV core dimer 5, Efflux pump mplx -0.1, Fh CTSL1 inh -1, EBNA-1 inhibitor -3, PP5 inh 4.7, PREPL inh 15, ZTA DNA inh -4, TPT1 inh 0 and PP1 inh 3.
`C=CCN1C(=O)NC(=O)/C(=C\c2ccc(-c3ccccc3[N+](=O)[O-])o2)C1=O` gave HCV core dimer 2, Efflux pump mplx 0.0, Fh CTSL1 inh 4, EBNA-1 inhibitor 4, PP5 inh 0.9, PREPL inh 10, ZTA DNA inh 2, TPT1 inh -4 and PP1 inh 0.
`CCOC(=O)c1c(C)[nH]c(C(=O)C(C)N2CCCC2)c1C` (centres undefined) gave HCV core dimer -8, Efflux pump mplx 0.0, Fh CTSL1 inh -4, EBNA-1 inhibitor -1, PP5 inh -1.0, PREPL inh 5, ZTA DNA inh 4, TPT1 inh 1 and PP1 inh -2.
C[N+](C)(C)CC(=O)O was read as HCV core dimer -9, Efflux pump mplx -0.1, Fh CTSL1 inh 2, EBNA-1 inhibitor 0, PP5 inh 2.1, PREPL inh 2, ZTA DNA inh -14, TPT1 inh -1 and PP1 inh -9.
Screening COc1cccc(C2(O)CCN(Cc3ccncc3)CC2)c1 returned HCV core dimer 1, Efflux pump mplx -0.1, Fh CTSL1 inh -2, EBNA-1 inhibitor -3, PP5 inh -0.5, PREPL inh 5, ZTA DNA inh 14, TPT1 inh 4 and PP1 inh -4.
Cc1ccc(S(=O)(=O)NC(Cc2cnc[nH]2)C(=O)O)cc1 (centres undefined) was read as HCV core dimer -3, Efflux pump mplx -0.2, Fh CTSL1 inh -3, EBNA-1 inhibitor -5, PP5 inh 2.0, PREPL inh -3, ZTA DNA inh -14, TPT1 inh -3 and PP1 inh -5.
O=c1c2ccc(Cl)cc2[nH]c(=S)n1-c1cccnc1 was read as HCV core dimer 3, Efflux pump mplx -0.1, Fh CTSL1 inh -1, EBNA-1 inhibitor -3, PP5 inh 1.5, PREPL inh 4, ZTA DNA inh 3, TPT1 inh -3 and PP1 inh 1.
CCCCn1c(=O)c(C(=O)NCc2ccccc2Cl)c(O)c2ccccc21 was read as HCV core dimer 3, Efflux pump mplx 0.5, Fh CTSL1 inh 1, EBNA-1 inhibitor -8, PP5 inh -0.2, PREPL inh 13, ZTA DNA inh -4, TPT1 inh 2 and PP1 inh 1.
CC(=NCCCn1ccnc1)c1c(O)n(-c2ccccc2)c(=O)[nH]c1=O was read as HCV core dimer -6, Efflux pump mplx 0.1, Fh CTSL1 inh -2, EBNA-1 inhibitor -7, PP5 inh 1.4, PREPL inh -5, ZTA DNA inh 1, TPT1 inh -1 and PP1 inh -3.
C[N+]1(C)CCc2cc3c(cc2[C@H]1[C@@H]1OC(=O)c2c1ccc1c2OCO1)OCO3 was read as HCV core dimer 8&2, Efflux pump mplx 0.0&0.0, Fh CTSL1 inh -4&0, EBNA-1 inhibitor -3&3, PP5 inh -2.0&-0.4, PREPL inh -14&-5, ZTA DNA inh 24&-2, TPT1 inh -1&-1 and PP1 inh -4&1.
Screening CC(C)[C@H]1C(=O)N2CCC[C@H]2[C@]2(O)O[C@](NC(=O)[C@@H]3C=C4c5cccc6[nH]cc(c56)C[C@H]4N(C)C3)(C(C)C)C(=O)N12 returned HCV core dimer 14, Efflux pump mplx -0.1, Fh CTSL1 inh 36*, EBNA-1 inhibitor -2, PP5 inh 4.7, PREPL inh 46*, ZTA DNA inh -3, TPT1 inh -16 and PP1 inh 1.

Assay outcomes deposited in PubChem by several laboratories.
